Bioassay records deposited in PubChem BioAssay by National Center for Advancing Translational Sciences (NCATS).
Akt phos inh = HTS Assay for Inhibitors of Akt Phophorylation: Primary Screen; Neuro2A IGF-stimulated pAkt S473 HTRF, 20 min; hits give low values; activity change, % for hits at 50 µM; 0.32% of 360,000 active; AID 651550, 2012; in the data active = activity change below about -80%; inconclusive = mostly about -51% to -80%; note: % is set by controls: 0 for no effect and ±100 for the full control effect
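Single-point screen (50 µM final compound) in Neuro2A cells stimulated 20 min with 6 nM IGF at 37 deg C. After lysis, Ser473-phosphorylated Akt read by HTRF (ex 330 nm, em 615/665 nm) as the 665/615 ratio.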
D3 antag = qHTS of D3 Dopamine Receptor Antagonist: qHTS; D(3) dopamine receptor (Homo sapiens), P35462; D3R cells, DiscoveRx beta-arrestin luminescence, antagonist mode; hits give low values; max response, negative = inhibition, %; 2.5% of 360,000 active; AID 652054, 2013; in the data active = max response below about -50%; inconclusive = no clear call, values can overlap the other calls; note: % is set by controls: 0 for no effect and ±100 for the full control effect; mostly tested at two doses, the higher about 12 µM
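Cells expressing the human receptor were seeded at 1500 cells/well, incubated overnight at 37 degrees C in 5% CO2, then exposed to library compounds with dopamine controls for 90 minutes at 37 degrees C before luminescent detection.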
Abeta rescue = qHTS for compounds that reverse cellular toxicity of Amyloid beta (A-beta) peptide in yeast: Primary Screen | yeast expressing A-beta42, growth rescue, OD600, 48 h; response scale: 0% DMSO, 100% iron-clioquinol control | Potency, µM (doses to about 46.1 µM), for inactives: top-dose growth rescue, usual class: activators | 0.063% of 410,000 active; note: potency is the fitted concentration of half-maximal effect; nearly all actives have a fitted effect of over 55% in size
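Growth rescue measured by 600 nm absorbance after 48 h yeast culture at 30 C with compound. Values normalized between DMSO and an equimolar ferric chloride plus clioquinol control.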
TDP-43 yeast inh = qHTS of TDP-43 Inhibitors. TDP-43 expressing yeast growth rescue, BacTiter-Glo, 24 h. Potency, µM (top dose mostly 46.1 µM), for inactives: top-dose growth rescue (activation), hits mostly activators. 1.8% of 410,000 active; note: potency is the fitted concentration of half-maximal effect; % of control where 0% means no effect; nearly all actives have a fitted effect of over 50% in size
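Luminescence from BacTiter-Glo reports growth of TDP-43-expressing yeast after 24 hr at 30 deg C with compound. Cells were raffinose-pregrown to mid-log, then seeded in galactose medium at OD600=0.02.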
GLP1R ag = qHTS of GLP-1 Receptor Agonists; HEK293 GLP-1R CRE-luciferase, luminescence, 4-6 h; cells express a hypersensitive GLP-1R form; Potency, µM (doses to about 45.6 µM), for inactives: top-dose activation, most hits filed as activators; 0.007% of 380,000 active; AID 624172, 2012; note: potency is the fitted concentration of half-maximal effect; % of control where 0% means no effect
Target sequence (P43220 whole entry, looked up): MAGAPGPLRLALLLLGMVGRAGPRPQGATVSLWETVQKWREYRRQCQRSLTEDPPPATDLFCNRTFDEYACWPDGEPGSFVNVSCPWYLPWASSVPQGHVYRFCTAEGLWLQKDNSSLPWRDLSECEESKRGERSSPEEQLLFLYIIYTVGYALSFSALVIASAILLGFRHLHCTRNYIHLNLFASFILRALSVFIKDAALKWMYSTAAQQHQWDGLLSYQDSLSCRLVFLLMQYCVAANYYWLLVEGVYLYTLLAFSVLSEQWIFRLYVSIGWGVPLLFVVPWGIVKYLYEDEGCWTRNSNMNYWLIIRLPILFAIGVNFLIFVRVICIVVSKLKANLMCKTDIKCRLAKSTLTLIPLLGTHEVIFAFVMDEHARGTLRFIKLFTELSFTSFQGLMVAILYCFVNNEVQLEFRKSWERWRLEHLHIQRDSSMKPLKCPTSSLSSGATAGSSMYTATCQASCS
GLP1R inv ag = qHTS of GLP-1 Receptor Inverse Agonists (Inhibition Mode); Glucagon-like peptide 1 receptor (Homo sapiens), P43220; AID 624417, 2012; HEK293 GLP-1R CRE-luciferase, luminescence, 24 h; GLP-1R form is constitutively active; Potency, µM (highest dose often 38.3 µM), for the others: at the highest dose activity change, negative = inhibition, actives largely listed as inhibitors; 1.6% of 410,000 active; note: potency is the fitted concentration of half-maximal effect; % is set by controls: 0 for no effect and ±100 for the full control effect; nearly all actives have a fitted effect of over 55% in size
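Stable HEK293 clone (constitutively active GLP-1R + cAMP-response luciferase); 200 cells/uL plated, 12 h pre-culture, compound 24 hr, 37 deg C/5% CO2; detection reagent 12 min RT; luminescence.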
PTHR1 ag = qHTS for PTHR1 Agonists: Primary Screen | Parathyroid hormone/parathyroid hormone-related peptide receptor (Homo sapiens), Q03431 | HEK293 GP2 PTHR1 cells, GloSensor cAMP luminescence, 1 h | Potency, µM (highest dose often 115 µM), without a hit: at the top dose activation, actives largely listed as activators | 0.075% of 410,000 active; note: potency is the fitted concentration of half-maximal effect; nearly all actives have a fitted effect of over 55% in size; some results filed as inactive show a strong effect at the top dose; inactives centre near -15; many of its hits are not listed in these tables
Target sequence (Q03431 whole entry, looked up): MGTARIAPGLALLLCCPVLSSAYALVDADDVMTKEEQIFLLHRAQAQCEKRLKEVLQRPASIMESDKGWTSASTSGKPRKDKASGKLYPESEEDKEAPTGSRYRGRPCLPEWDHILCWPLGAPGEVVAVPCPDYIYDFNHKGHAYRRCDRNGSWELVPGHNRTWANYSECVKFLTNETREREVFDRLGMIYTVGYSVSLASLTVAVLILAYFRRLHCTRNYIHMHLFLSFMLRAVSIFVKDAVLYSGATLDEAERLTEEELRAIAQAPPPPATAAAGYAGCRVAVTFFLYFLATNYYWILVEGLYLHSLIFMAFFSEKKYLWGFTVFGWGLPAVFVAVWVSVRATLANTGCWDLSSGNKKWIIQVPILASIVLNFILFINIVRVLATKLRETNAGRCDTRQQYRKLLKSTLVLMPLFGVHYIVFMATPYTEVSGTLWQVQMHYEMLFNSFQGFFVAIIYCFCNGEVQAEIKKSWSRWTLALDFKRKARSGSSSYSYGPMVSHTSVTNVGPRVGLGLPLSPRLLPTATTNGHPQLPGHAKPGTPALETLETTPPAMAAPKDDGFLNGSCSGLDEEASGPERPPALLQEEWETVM
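HEK-293-derived GP2 cells expressing PTHR1 and a GloSensor cAMP reporter, 3,000/well, plated overnight, given luciferin plus IBMX (each 0.5 mM as added) for 1 h at 37 °C, then compound for 1 h at 37 °C. Luminescence was read after 15 min at room temperature.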
FUS yeast rescue = qHTS for Suppressors of FUS Proteinopathy: Primary screen using FUS-linked yeast assay | S. cerevisiae FUS-expressing, growth rescue, OD600, 24 h | Potency, µM (doses to about 76.6 µM), for the others: at the highest dose growth rescue (activation), most hits filed as activators | 0.24% of 390,000 active | AID 1347120, 2019;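 note: potency is the fitted concentration of half-maximal effect; plate controls were DMSO vehicle for no effect and reference control for full effect; nearly all actives have a fitted effect of over 55% in size; some results filed as inactive show a strong effect at the top dose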
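Read-out: OD at 600 nm after 24hr at 30C, reporting rescue of FUS-induced yeast toxicity. Cells at OD 0.005 in galactose (2%) minimal medium; compounds tested in a dilution series; CP55940 titration from 92uM final as control.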
aSyn rescue = qHTS of alpha-syn Inhibitors | 0.14% of 370,000 active | Yeast expressing alpha-synuclein, growth rescue, BacTiter-Glo, 24 h | Potency, µM (top dose mostly 46.1 µM), without a hit: at the highest dose growth rescue (activation), most hits filed as activators; note: potency is the fitted concentration of half-maximal effect; % of control where 0% means no effect; nearly all actives have a fitted effect of over 65% in size
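Screening used galactose-induced yeast with toxic alpha-synuclein levels, exposed to compound for 24 hr at 30 deg C. Cell growth, read with BacTiter-Glo luminescence, gave the measured signal.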
Starred values were filed as active, the others as inactive; i = inactive; ? = inconclusive; / = no result given; & = joins results of further samples; [ ] = dose if it differs, or a comment. Unless noted, calls come from the whole dose curve; as a rule, active = well fitted curve in the direction sought with a large enough effect; inconclusive = small, poorly fitted or top-dose-only effect, or another doubt; inactive = no such curve, though single readings can be large; an effect the other way counts as inactive or inconclusive.

SMILES | Akt phos inh | D3 antag | Abeta rescue | TDP-43 yeast inh | GLP1R ag | GLP1R inv ag | PTHR1 ag | FUS yeast rescue | aSyn rescue
O=C(C1CCC1)N1CCN(S(=O)(=O)c2ccc([N+](=O)[O-])cc2)CC1 | i | 8.8 | -2.3% | 17.4% | -0.2% | 1.7% | -24.3% | -11.2% | 1.1%
Cc1ccc(S(=O)(=O)CCC(=O)OCc2ccccc2F)cc1 | i | -11.2 | -7.6% | ? | 6.1% | 8.9% | i | 2.3% | 3.8%
CCCOc1ccc(C(=O)Nc2cccc(-c3nc4ccccc4[nH]3)c2)cc1 | / | / | -12.1% | 0.0% | -1.9% | ? | -51.3%[inhibitor] | ? | -46.8%[inhibitor]
COc1cc2c(C(=O)NCc3ccc4c(c3)OCO4)cn(CC(C)C)c(=O)c2cc1OC | i | -2.2 | 14.8% | 1.7% | 12.5% | 0.6% | i | -1.8% | 12.0%
O=C(Nc1ccccc1)OCCOc1cccc(Br)c1 | i | 17.4 | 20.9% | 19.2% | 5.4% | ? | i | 10.1% | -4.0%
CCCCCCN1CCN(C2CN(Cc3cn(Cc4ccccc4)nn3)S(=O)(=O)C2)CC1 (stereo unspecified) | i | -50.9* | -13.8% | 5.1% | -3.3% | -12.8% | -6.9% | -11.3% | -1.5%
CCCCn1c(N)c(N(CC)C(=O)c2ccncc2)c(=O)[nH]c1=O | i | -22.1 | 5.8% | 12.3% | 0.6% | -13.1% | -4.8% | -4.8% | -5.8%[1.84 µM]
Cc1oc(-c2ccccc2Cl)nc1CS(=O)CC(=O)N1CCN(c2ccccc2)CC1 (stereo unspecified) | i | 3.9 | 5.0% | ? | 5.3% | ? | i | 29.1% | 1.6%
CC[C@]12c3[nH]c4cc(CCC(=O)N(C)C)ccc4c3CCN1C(=O)[C@@H](CC(=O)NCCN1CCOCC1)C[C@@H]2C(=O)N1CCN(C(=O)C2CC2)CC1 | i | 2.3 | -1.7% | 13.9% | -0.6% | 19.7% | i | -21.3% | -0.2%
O=C(NN1C(=O)C2C3CCC(O3)C2C1=O)c1ccco1 (stereo unspecified) | i | -25.3 | -0.8% | -13.4% | -3.7% | 2.4% | -3.7% | 22.9% | -1.0%
CCc1ccccc1Nc1cc(C(=O)NC(C)c2ccccc2)c2ccccc2n1 (stereo unspecified) | / | / | -9.7% | ? | / | ? | -1.3% | 6.3% | /
Cc1ccccc1NC(=O)Cc1nc(COC(=O)c2ncc(Cl)c(Cl)c2Cl)cs1 | i | -8.4 | 2.9% | ? | 25.9% | ? | -21.6% | 25.5% | 10.2%
COc1cccc(NC(=O)C(C)SCc2ccccc2)c1 (stereo unspecified) | i | 27.1 | 14.7% | / | 9.5% | ? | -10.3% | 6.3% | 0.3%
COc1ccc(C(=Cc2cc(OC)c(OC)cc2[N+](=O)[O-])C(=O)O)cc1 | i | -12.0 | -0.3% | 20.0% | 0.1% | 15.7% | 3.0% | 0.6% | 2.1%
COc1cc(/C=N/NC(=O)CCc2c(C)n[nH]c2C)ccc1O | i | 4.8 | 5.0% | 6.4% | -1.0% | 0.5% | i | 16.3% | 2.0%
Cc1cc(C(F)(F)F)nc(-n2cc(-c3ccccc3)nn2)n1 | i | 8.4 | 6.1% | 6.3% | -8.3% | 24.0% | -6.8% | -26.7% | 0.7%
NC(=O)c1ccc(-n2nnnc2SCC(=O)c2ccc(O)c(O)c2)cc1 | i | 13.3 | -5.6% | -16.5% | 7.1% | 39.2%[activator] | 0.4% | 8.9% | 3.8%
CC(C)Oc1ccc(CNC(=O)Cn2c(-c3cccs3)cc3ccccc32)cc1 | / | / | 8.5% | 9.1% | / | 11.7% | -62.0%[inhibitor] | 21.5% | /
O=C(c1cccs1)N1CCC(C(=O)N2CCN(Cc3ccc4c(c3)OCO4)CC2)CC1 | i | 5.0 | -2.9% | -3.6% | -0.9% | -19.4% | -7.9% | 10.3% | -1.6%
O=C(CCNC(=O)c1ccccc1Cl)Nc1ccc(S(=O)(=O)Nc2nccs2)cc1 | i | -18.9 | -6.7% | 13.2% | -3.7% | 25.4% | i | / | -9.4%
CC1CCCCC1Nc1ncnc2sccc12 (stereo unspecified) | i | 2.1 | -10.1% | 16.5% | 21.8% | -27.0% | -46.9% | 5.8% | -1.7%
CCc1ccc(S(=O)(=O)c2cn(CC(=O)Nc3cccc(C)c3)c3ccc(Cl)cc3c2=O)cc1 | / | / | -6.1% | 16.3% | 0.2% | 7.7% | -14.1% | -16.0% | /
COc1ccc(C2=NS(=O)(=O)N(C)C(C(=O)N3CCc4ccccc4C3)=C2)cc1OC | i | -1.7 | 11.0% | ? | 13.6% | 4.1% | -59.4%[inhibitor] | 39.4% | 7.1%
COc1cc(SC)ccc1C(=O)N1CCN(c2ccccc2)CC1 | i | 16.7 | -6.0% | 30.0% | 3.2% | -5.9% | i | 13.1% | 7.2%
CCOC(=O)c1ccc(NC(=O)CN2C(=O)CSCC2=O)cc1 | i | 12.3 | -5.0% | -6.3% | -1.7% | 4.3% | -33.4%[inhibitor] | 11.7% | -4.9%
O=C(Nc1cccc(S(=O)(=O)N2CCOCC2)c1)c1cc(S(=O)(=O)N2CCOCC2)c(Cl)cc1Cl | i | 36.9 | 4.7% | 5.9% | -9.2% | 13.6% | -30.9%[inhibitor] | ? | 11.2%[1.84 µM]
COc1ccc(/C=C\c2onc(C)c2S(=O)(=O)N2CCC(C(=O)Nc3cccc(C)c3C)CC2)cc1 | / | / | 8.9% | 14.2% | / | 4.9% | i | 6.4% | /
CCOc1ccc(CNC(=O)c2cnc(SC)nc2C)cc1 | / | / | 0.6% | 10.2% | / | 11.0% | -17.4% | -17.3% | /
Cc1sc(NC(=O)Cn2c(=O)oc3ccccc32)nc1-c1ccc(Cl)cc1 | i | -24.4 | -3.0% | -9.0% | -18.9% | 13.3% | i | -6.5% | -1.5%
O=C(Nc1ccc(Cl)cc1)NN1CC(=O)N(c2cccc(C(F)(F)F)c2)CC1=O | i | 10.7 | 0.7% | -7.1%[1.82 µM] | 2.6% | -24.8% | i | 23.1% | 4.2%
COc1ccc(NC(=O)c2cccc(N3C(=O)C4C5C=CC(C6CC56)C4C3=O)c2)cc1 (stereo unspecified) | i | 21.8 | -2.5% | 7.7% | -3.1% | 11.8% | -85.8%[inhibitor] | / | -4.0%
CC(C)CSC1=NSC2=NC(=O)/C(=C\c3cccs3)C(=N)N12 | i | 6.8 | 0.6% | -16.5% | 3.4% | ? | -37.3%[inhibitor] | 10.7% | -0.4%
COc1cc(C(=O)Nc2cc(Cl)ccc2-n2cncn2)ccc1OC(F)F | i | 12.5 | -8.9% | -4.0% | 6.2% | 1.7% | i | 10.3% | 19.0%
CC(CN(C)C)CN1c2ccccc2CCc2ccccc21 (stereo unspecified) | i | 0.0 | 3.8% | ? | 23.7% | 8.3% | -1.2% | 0.5% | 0.9%&2.4%
O=c1c(/C=N/OCc2ccc(Cl)cc2Cl)c[nH]n1-c1cccc(Cl)n1 | i | -6.4 | -7.9% | ? | -3.5% | -23.6% | -49.4%[inhibitor] | -9.3% | -5.6%
Cc1[nH]c2ccc(C(=O)OC(C)C(=O)NC3(C#N)CCCCC3)cc2c1C (stereo unspecified) | i | 2.9 | 0.4% | -13.3% | 29.4% | ? | -1.3% | 32.0% | -9.3%
Cc1cc(C(=O)NCc2cccnc2)n(-c2ccccc2)n1 | i | 8.2 | 1.7% | 15.1% | -2.8% | 24.1% | -21.1% | 0.1% | 4.5%
CC1(C(=O)NS(=O)(=O)c2cccc(Cl)c2)CCN1C(=O)CCc1ccc(Cl)cc1Cl (stereo unspecified) | i | ? | -19.9% | 0.4% | -7.4% | ? | -13.8% | 5.2% | -6.3%
OCCN(CCO)CC(O)COc1ccc2c(c1)OCO2 (stereo unspecified) | i | 15.0 | -0.4% | 0.2% | -22.0% | 4.4% | -24.7% | -36.4% | -7.4%
COc1ccccc1/C=C1/SC(=S)N(C(C)C(=O)NC2C=CS(=O)(=O)C2)C1=O (stereo unspecified) | / | 14.7 | -13.7% | 14.8% | 2.6% | 11.6% | -39.1%[inhibitor] | 41.5% | 20.7%
CC(=O)C1C(=O)c2c(cccc2[N+](=O)[O-])C1=Nc1cccc(Cl)c1 (stereo unspecified) | i | 2.9 | -14.7% | ? | -2.8% | ? | -13.9% | -5.3% | 1.4%
O=C(CSc1ncn(-c2ccccc2)n1)Nc1nc2ccccc2s1 | i | -16.1 | -2.7% | -27.7% | 15.7% | 0.0% | -12.9% | 29.4% | 13.6%
CSc1nc2sc3c(c2c(=O)n1-c1ccccc1C)CCCC3 | / | / | -27.6% | -21.2% | / | 4.47µM* | -77.3%[inhibitor] | 15.5% | /
CCn1ccnc1CNC(=O)CC1C(=O)NCCN1Cc1ccc(F)cc1Cl (stereo unspecified) | i | 9.8 | 8.9% | 10.1% | -3.8% | -7.2% | -56.9% | -0.8% | 0.5%

Some of the entries so far, with values under each structure.
The line under a structure holds: Akt phos inh, D3 antag, Abeta rescue, TDP-43 yeast inh, GLP1R ag, GLP1R inv ag, PTHR1 ag, FUS yeast rescue, aSyn rescue
> O=C(Nc1cccc(S(=O)(=O)N2CCOCC2)c1)c1cc(S(=O)(=O)N2CCOCC2)c(Cl)cc1Cl
→ i, 36.9, 4.7%, 5.9%, -9.2%, 13.6%, -30.9%[inhibitor], ?, 11.2%[1.84 µM]
> Cc1sc(NC(=O)Cn2c(=O)oc3ccccc32)nc1-c1ccc(Cl)cc1
→ i, -24.4, -3.0%, -9.0%, -18.9%, 13.3%, i, -6.5%, -1.5%

An excerpt; count on the stated rates, not on these rows.
